# PriA SSB inh: inhibitors of Klebsiella pneumoniae PriA binding to SSB C-terminal tail, primary screen, biochemical, AlphaScreen; AlphaScreen SSBct-PriA binding, biotinylated peptide; PriA–SSB C-terminal tail interaction (Klebsiella pneumoniae); 430,000 tested, 0.6% active; inhibition, % at 33 µM; in the data active means inhibition mostly above about 37%, no sharp cut-off; inactive means mostly below about 20%;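 further: plate controls were negative control peptide for no effect and reference peptide for full effect; strong numbers were not always called active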
# * = called active by the depositor; & = joins results of further samples. A portion of the library; the hit share may differ from the screen's.
SMILES,PriA SSB inh
CN1CCN(S(=O)(=O)c2cccc(Cl)c2)CC1,10
CCOc1ccc(-c2noc(C3CCN(S(=O)(=O)c4ccc(Cl)cc4)CC3)n2)cc1,-1
Cc1cc(NC(=O)c2ccco2)n(-c2nc3c(cnn3-c3cccc(Cl)c3)c(=O)[nH]2)n1,6
CC(=O)Nc1ccc(NC(=O)CN(c2ccc(F)cc2)S(=O)(=O)c2cccnc2)cc1,5
Cc1ccc(C=NNC(=O)c2cccc3ccccc23)o1,-5
COC(=O)N1CCC(CNC(=O)C(=O)Nc2ccc3c(c2)N(C(=O)C(C)C)CCC3)CC1,-12
Cc1noc(-c2sccc2NC(=O)C2CC=CCC2)n1 (stereo not given),-37
CC(O)(CNS(=O)(=O)c1cc2c3c(c1)CCN3C(=O)CC2)c1ccco1 (stereo not given),-7
O=C(CN1NC2=CCSCC2=CC1=O)Nc1nc(-c2ccccn2)cs1,-4
O=C(c1ccccn1)N1CCC(N2CCCC2COCc2ccccc2)CC1 (stereo not given),-5
O=S(=O)(C1CCCCC1)C1CN(S(=O)(=O)c2ccccc2Cl)C1,-17
O=C(CCCn1nc(-c2ccc(F)cc2)ccc1=O)Nc1ccccc1Cl,-1
COc1ccc(/C=C/C(=O)Nc2c(C(=O)Nc3ccc(OC(F)(F)F)cc3)oc3ccccc23)cc1OC,2
Cc1ccc(NC(=O)Cn2c(C)cc(C)c(-c3nc(-c4ccccc4)no3)c2=O)c(C)c1,-4
CC(C)(Oc1ccc(Cl)cc1)C(=O)NCCn1nc(C2CC2)cc1C1CC1,2
Cc1ccccc1OCC(=O)NCCn1ccc(-c2ccncc2)n1,-4
CCC(C)NC(=O)CCn1c(=O)c2ccccc2n2c(=O)n(CC(=O)Nc3ccc(C)c(F)c3)nc12 (stereo not given),-24
COc1ccc(Cl)cc1NC(=O)CSc1nccn2nc(-c3ccc(F)cc3)cc12,-9
Cc1cc(C)n(-c2cc(NCCN)ncn2)n1,5
CC(Oc1ccccc1)C(=O)Oc1coc(CSc2nnc(NC(=O)c3cccs3)s2)cc1=O (stereo not given),4
O=C(CSc1ncnc2c1nnn2Cc1ccccc1F)NC1CCCC1,-11
O=C1c2ccccc2C(=O)N1n1cnc2sc3c(c2c1=O)CCCC3,-9
CC(C)CCOc1cccc(OCC(=O)Nc2ccc(I)cc2)c1,-1
O=C(O)CN1C(=O)S/C(=C\c2ccccc2[N+](=O)[O-])C1=O,5
Cc1ccc(C23CCC(=O)N2CCN3)cc1 (stereo not given),10
O=C(NCc1ccccc1OC(F)(F)F)C1CN(C(=O)COc2ccccc2F)C1,-7
COc1ccc(S(=O)(=O)Nc2nc3ccccc3nc2Nc2ccccc2OC)cc1,-22
Cc1cc(N2CCN(C(=O)NCCOc3ccccc3)CC2)ncn1,-4
N=C1NC(=O)C(Cc2ccc(OC(F)(F)F)cc2)S1 (stereo not given),-3
Cn1nccc1C(=O)Nc1nnc(-c2ccc3c(c2)CCCC3)o1,7
CC(C)C(=O)N1CCCc2cc(NC(=O)Nc3ccc(F)cc3)ccc21,-9
CSc1ccc(-c2noc(Cn3nc(-c4ccccc4Br)ccc3=O)n2)cc1,-13
O=C(CCn1cnc2c(cnn2-c2ccc(F)cc2)c1=O)N1CCN(c2ncccn2)CC1,-10
CCCCC(=O)Nc1ncc(Cc2ccc(Cl)c(Cl)c2)s1,-8
Cc1cnc(NC(=O)C2CCCN(c3cc(-n4cncn4)ncn3)C2)s1 (stereo not given),-5
O=C(CNC(=O)C1COc2ccccc2O1)NN=Cc1ccc(O)cc1O (stereo not given),20
O=C(NCCCn1cccn1)c1nnn(-c2ccccc2)c1-n1cccc1,-10
CC(C)(C)c1cc(NS(=O)(=O)c2ccc(Cl)c(C(F)(F)F)c2)cc(C(C)(C)C)c1,-6
O=C(NCc1cnn2ccccc12)C1(c2cccs2)CCCC1,-7
CCOCC(=O)Nc1ccc2c(c1)C(=O)Nc1cc(C)ccc1O2,24
O=C(NCCc1nnc2ccc(SCc3ccccn3)nn12)c1ccc(F)cc1,-7
CCOC(=O)c1[nH]c(C)c(C(=O)N(Cc2ccccc2)Cc2ccccc2)c1C,-7
CCCS(=O)(=O)N1CCCc2cc(NS(=O)(=O)c3c(C)c(C)cc(C)c3C)ccc21,-9
NCc1cccnc1N1CCOCC1,-6
CCOC(=O)c1c(-c2ccc(C)c(C)c2)csc1NC(=O)CCSc1nnc2ccccn12,-11
CCOc1ccc2nc(N3CCN(C(=O)c4ccc(Cl)s4)CC3)sc2c1,-16
C[C@@H](C(=O)Nc1ccc2c(c1)OCCO2)S(=O)(=O)c1ccc2c(c1)S(=O)(=O)N=CN2,3
CCS(=O)(=O)c1ccc(CC(=O)N2CCN(c3nc4c(C)ccc(Cl)c4s3)CC2)cc1,12
CCOC(=O)C=c1sc(=Cc2ccc3c(c2)OCCO3)c(=O)n1CC(=O)NCC1CCCO1 (stereo not given),-12
CC(=NNC(=O)c1cc2ccccc2cc1O)c1ccco1,-7
Cc1nnc(NC(=O)Cc2cc(=O)[nH]c(SCc3ccccc3)n2)s1,-12
O=C1C[C@@H](C(=O)Nc2ccccc2Cl)n2c(nc3ccccc32)N1,-13
COc1cccc(S(=O)(=O)Nc2ccc(C(=O)Nc3ccc4c(c3)OCCO4)cc2)c1,-8
CCNC(=S)NN=Cc1ccc(OCc2ccc(C(=O)OC)cc2)cc1,-2
O=C(c1cc(=O)c(OCc2ccccc2)co1)N1CCN(c2ccccn2)CC1,-15
CC1(C)CC(=O)c2c(nc3sc(C(=O)Nc4ccccc4F)c(N)c3c2-c2ccccc2)C1,-15
C(=Nn1cnnc1)c1ccc2ncccc2c1,5
CCOc1ccccc1C=c1sc2ncnn2c1=O,9
COc1ccc(C(=O)C(C)OC(=O)C(C)N2C(=O)c3ccccc3C2=O)cc1 (stereo not given),-4
COc1ccc(CC(=O)NCCCn2nc(-c3ccco3)ccc2=O)cc1,-3

# The last 2 compounds of the section above lead into the next.
SMILES,PriA SSB inh
COc1ccc(C(=O)C(C)OC(=O)C(C)N2C(=O)c3ccccc3C2=O)cc1 (stereo not given),-4
COc1ccc(CC(=O)NCCCn2nc(-c3ccco3)ccc2=O)cc1,-3
Cc1cc(C)c(C(=O)NCCc2ccccc2)c(C)c1,6
CC(=NNS(=O)(=O)c1ccccc1)c1c[nH]c2ccccc12,-13
O=S(=O)(c1cccnc1)N1CCN(CC(O)c2cccs2)CC1 (stereo not given),-2
COC(=O)c1ccc(S(=O)(=O)N2CCN(Cc3cnc4ccccn34)CC2)cc1,-24
O=C1CC(c2cccs2)CC(=O)N1Cc1cccc2ccccc12,-4
CNC(=O)c1ccsc1NC(=O)Cc1ccccc1,6
Cn1cccc1C=NNC(=O)c1cccnc1,-4
O=S(=O)(c1cccnc1)N1CCC(N2CCC(Oc3ccccc3F)CC2)CC1,-5
CC(=O)c1ccc(C(=O)N(Cc2cccnc2)c2nc3cc(C)cc(C)c3s2)cc1,4
COc1cc([N+](=O)[O-])cc(C=NNC(=O)Cn2cncn2)c1O,23
Cc1cc(C)c(NC(=O)Cn2cnc3c(cnn3C)c2=O)c(C)c1,0
Cc1ccc(SCCCNC(=O)Nc2cc(C)on2)cc1,9
O=C(Cn1cnc(-c2ccc(F)cc2)cc1=O)NCc1ccccn1,-7&-1
COc1ccc(CCS(=O)(=O)NCC2(c3cccs3)CC2)cc1,-17
COc1ccc(F)cc1S(=O)(=O)NCCOc1cccc(C(F)(F)F)c1,-17&-17
O=C(NCCc1csc(-c2ccccc2)n1)c1ccc(C(F)(F)F)cc1,-12
Cc1cc(C)n(CCNC(=O)C(=O)Nc2ccc3c(c2)N(S(=O)(=O)c2cccs2)CCC3)n1,5
O=S(=O)(c1ccc2c(c1)CCN2S(=O)(=O)c1ccccc1)N1CCOCC1,-2
NS(=O)(=O)c1ccc(NC(=O)c2ccc([N+](=O)[O-])cc2)cc1,-1
CCOc1ccc2nc(N3C(=O)C(O)=C(C(=O)c4cc5ccccc5o4)C3c3ccc(N(C)C)cc3)sc2c1 (stereo not given),13
COc1ccc(OC)c(Nc2nc(CC(=O)NCc3ccc4c(c3)OCO4)cs2)c1,11
O=S(=O)(NC[C@H](O)c1csc2ccccc12)c1ccc2c(c1)CCO2,-3
CCN(Cc1cnc2ccccn12)C(=O)c1csc(-c2ccccc2)n1,9
Cc1c(C(=O)N2Cc3cnc(N4CCOCC4)nc3C2)cnn1-c1ccccc1,0
CCN1C(=O)C(C)(C)COc2ccc(NS(=O)(=O)c3cc(C)c(C)cc3OC)cc21,0
O=C1NCCN1C(=O)NCC(O)(c1cccs1)C1CC1 (stereo not given),-5
CC(C)(C)c1ccc(C(=O)NN=Cc2ccc(OCCCF)cc2)cc1,-7
Cc1ccc(C(=O)N2CCN=C2SCc2cccnc2)cc1,-6
Cc1ccc(Cl)cc1N1CCN(C(=O)C2CCN(c3cc(Oc4ccccc4)ncn3)CC2)CC1,-10
COc1ccc(C2=NN(C(=O)CSc3ccc(Cl)cc3)C(c3ccc(OC)cc3)C2)cc1 (stereo not given),-6
Cc1ccc(S(=O)(=O)N2CCOC(CN3Cc4ccccc4-c4ccccc43)C2)cc1 (stereo not given),-9
CN(C)c1ccc(C2C(=O)C(c3ccc(N(C)C)cc3O)C2=O)c(O)c1 (stereo not given),-6
Cn1cc(C(=O)NCC(C)(O)c2ccco2)nn1 (stereo not given),-1
Cc1cc(C)c([N+](=O)[O-])cc1-c1ccc(C=Nc2c(-c3ccco3)nc3ccccn23)o1,17
COc1ccc(NC(=O)c2ccc(-n3cncn3)nn2)cc1Cl,-9
O=C(Nc1onc2c1CCCC2)C1CCCN(c2cc(-n3cncn3)ncn2)C1 (stereo not given),-9
COc1ccccc1N1CCN(CC(O)COc2c(F)cc(Br)cc2F)CC1 (stereo not given),0
Cc1ccc2c(c1)sc(=NC(=O)c1ccc([N+](=O)[O-])s1)n2C,3
CC(C)(C)c1cc(Br)ccc1OCC(=O)O,-12
Cc1ccc(N2CCN(S(=O)(=O)c3ccc(Br)cc3Br)CC2)cc1C,-18
CCOc1ccc(NC(=O)c2ccoc2COc2ccc(C)cc2)cc1,7
Cn1ccnc1N1CCNCC1,15
COC(=O)c1ccc(C(=O)Nc2ccc3c(c2)N(S(=O)(=O)c2ccc(F)cc2)CCC3)cc1,-1
Cc1c(C(=O)C(=O)Nc2ccccc2C(N)=O)c2ccccc2n1C,1
NC(=NN=Cc1ccc(O)cc1)c1nonc1N,-9
CC(=O)N1CCc2c(sc(NC(=O)c3cc(=O)c4ccccc4o3)c2-c2nc3ccccc3s2)C1,-8&-5
O=C(Nc1cnoc1)c1nc2ccccc2s1,-18
O=C(Nc1nnc(C2=COCCO2)o1)c1ccc(S(=O)(=O)N2CCCc3ccccc32)cc1,-1&6
Cc1cc(C)nc(-n2nc(C(C)(C)C)cc2OCC(=O)NCc2ccco2)n1,6
CCOC(=O)C=c1sc(=Cc2c(OC)ccc3ccccc23)c(=O)n1CC(=O)NCC1CCCO1 (stereo not given),-7
COCCn1c(-c2ccc([N+](=O)[O-])cc2)nc2nc3ccccc3nc21,-2
CC(C)C(=O)Nc1ccc(SCC(N)=O)nn1,12
COc1ccc2c(c1)CCCC2(O)CNC(=O)Cc1ccccc1Cl (stereo not given),-17
CNC(=O)c1ccc(S(=O)(=O)NCc2cccnc2)o1,-11
CSc1cccc(NC(=O)C(=O)N2CCN(c3ccccc3F)CC2)c1,-19&-13
Cc1ccc(NC(=O)Cn2c(C)nc3c(sc4cccc(F)c43)c2=O)c(Cl)c1,-18
Cc1nn(C)cc1S(=O)(=O)NCCN1CCOCC1,-19
O=C(NCc1ccc(F)cc1)N1CCCC(c2nnc(Cc3ccc(F)cc3)o2)C1 (stereo not given),-1
Cc1ccc(C=NN2CCN(c3ccc(Cl)cc3)CC2)o1,-9
CCc1ccc2ncc(C#N)c(Nc3ccc(OC)cc3)c2c1,-15

# Other entries.
SMILES,PriA SSB inh
CS(=O)(=O)N1CCCC(C(=O)Nc2nc3cc4c(cc3s2)OCCO4)C1 (stereo not given),-14
CC(C)CS(=O)(=O)Nc1ccc2c(c1)C(=O)N(C)CCO2,-16
COc1ccccc1OCC(=O)NCc1ccsc1,-17
CC1CCN(S(=O)(=O)c2cccn(CC(=O)Nc3cc(F)ccc3F)c2=O)CC1,-11
COc1ncccc1C(=O)Nc1ccccc1Cc1nc(-c2cnccn2)no1,-11

# For convenience, part of the list above:
SMILES,PriA SSB inh
COC(=O)c1ccc(C(=O)Nc2ccc3c(c2)N(S(=O)(=O)c2ccc(F)cc2)CCC3)cc1,-1
Cc1c(C(=O)C(=O)Nc2ccccc2C(N)=O)c2ccccc2n1C,1
NC(=NN=Cc1ccc(O)cc1)c1nonc1N,-9
CC(=O)N1CCc2c(sc(NC(=O)c3cc(=O)c4ccccc4o3)c2-c2nc3ccccc3s2)C1,-8&-5
O=C(Nc1cnoc1)c1nc2ccccc2s1,-18
O=C(Nc1nnc(C2=COCCO2)o1)c1ccc(S(=O)(=O)N2CCCc3ccccc32)cc1,-1&6
Cc1cc(C)nc(-n2nc(C(C)(C)C)cc2OCC(=O)NCc2ccco2)n1,6
CCOC(=O)C=c1sc(=Cc2c(OC)ccc3ccccc23)c(=O)n1CC(=O)NCC1CCCO1 (stereo not given),-7
COCCn1c(-c2ccc([N+](=O)[O-])cc2)nc2nc3ccccc3nc21,-2
CC(C)C(=O)Nc1ccc(SCC(N)=O)nn1,12
COc1ccc2c(c1)CCCC2(O)CNC(=O)Cc1ccccc1Cl (stereo not given),-17
CNC(=O)c1ccc(S(=O)(=O)NCc2cccnc2)o1,-11
CSc1cccc(NC(=O)C(=O)N2CCN(c3ccccc3F)CC2)c1,-19&-13
Cc1ccc(NC(=O)Cn2c(C)nc3c(sc4cccc(F)c43)c2=O)c(Cl)c1,-18
Cc1nn(C)cc1S(=O)(=O)NCCN1CCOCC1,-19
O=C(NCc1ccc(F)cc1)N1CCCC(c2nnc(Cc3ccc(F)cc3)o2)C1 (stereo not given),-1
Cc1ccc(C=NN2CCN(c3ccc(Cl)cc3)CC2)o1,-9
CCc1ccc2ncc(C#N)c(Nc3ccc(OC)cc3)c2c1,-15
CS(=O)(=O)N1CCCC(C(=O)Nc2nc3cc4c(cc3s2)OCCO4)C1 (stereo not given),-14
CC(C)CS(=O)(=O)Nc1ccc2c(c1)C(=O)N(C)CCO2,-16
COc1ccccc1OCC(=O)NCc1ccsc1,-17
CC1CCN(S(=O)(=O)c2cccn(CC(=O)Nc3cc(F)ccc3F)c2=O)CC1,-11
COc1ncccc1C(=O)Nc1ccccc1Cc1nc(-c2cnccn2)no1,-11
